Screening data: PubChem, several laboratories
NF-kB neuron act: raises NF-kB expression in human neuronal cells. NF-kB reporter expression; active compounds read high. fold change at 12.5 µM. hit rate 1.6% among 190,000; in the data active = fold change above about 3.3
STAT3 inh: inhibitors of IL-6 induced STAT3 signaling; U3A cells, IL-6 STAT3-luciferase reporter, luminescence; host cell line lacks STAT1; inhibition, % at 5.5 µM; hit rate 0.89% among 190,000; AID 862;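 active = inhibition above the mean inhibition across all screened compounds plus 3 SD, cut at about 44% in these data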;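 note: 0% = DMSO only wells and 100% = 100 µM nifuroxazide control wells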
Hsp70 activator: switches on Hsp70 transcription | HeLa Hsp70 promoter luciferase reporter, luminescence; scaled: vehicle 0, proteasome-inhibitor control 100% | activation, % at 10 µM | hit rate 0.04% among 200,000 | AID 1203;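 active = activation above the mean across all tested compounds plus 3 SD, cutoff set per campaign, cut at about 5.5% in these data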;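 note: 100% = MG132 at 30 µM as the positive control and 0% = DMSO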
Redox H2O2 prof: compounds producing H2O2 with reducing agent – biochemical, NIH compound library profiling, artefact control for MLSCN library redox annotation, primary screen; DTT-dependent redox cycling H2O2, phenol red/HRP absorbance; 100% = 100 µM peroxide control, 0% = buffer; activation, % at 10 µM; AID 878; hit rate 0.03% among 200,000;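 active = activation of at least 50% relative to the plate's high and low controls in the primary single-dose screen; inactive = activation below 50%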;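 note: compound incubated with DTT at 0.8 mM final as the reducing agent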
STAT1 blocker: STAT1 signaling inhibition; NIH 3T3 STAT1-luciferase reporter, IFN-gamma, luminescence; inhibition, % at 5.5 µM; hit rate 0.35% among 200,000; AID 920;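 active = inhibition above a set limit, the mean inhibition across all tested compounds plus 3 SD, cut at about 34% in these data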;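 note: 0% = IFN-gamma with DMSO and 100% = IFN-gamma with 300 µM nifuroxazide; values of inactives mirror those of a sister screen read the other way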
STAT1 act: activators of IFN-gamma induced STAT1 signaling; AID 932; activation (% of control), % at 5.5 µM; NIH 3T3 STAT1-luciferase reporter, luminescence; 100% = IFN-gamma alone, no compound; hit rate 2.6% among 200,000;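 active = activation above the screen-wide mean activation plus 3 SD, cut at about 130% in these data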;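 note: raw ratio to IFN-gamma control signal so 100% means no change and 0% no light; values of inactives mirror those of a sister screen read the other way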
STAT3 activator: increases IL-6 driven STAT3 reporter signal | U3A cells, IL-6 STAT3-luciferase reporter, luminescence; 100% = signal with IL-6 EC80 alone | activation (% of control), % at 5.6 µM | hit rate 0.91% among 190,000 | AID 871;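 active = activation above the screen-wide mean of compound activation plus 3 SD, cut at about 130% in these data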;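 note: 0% = background luminescence of wells with medium and substrate only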
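Test system: Human STAT1-deficient U3A cells with stable STAT3-luciferase reporter | Also added: Interleukin-6, 33 ng/mL | Timing: Compound pre-incubation 1 h before IL-6, then 6 h stimulation at 37 °C | Technique: Luciferase reporter luminescence | Read-out: Percent of IL-6-only median luminescence | Benchmarks: IL-6-only wells as 100% reference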
Efa HMGR inh: blocks class II HMG-CoA reductase of Enterococcus faecalis | purified E. faecalis HMGR, NADPH absorbance 340 nm kinetic | inhibition, % at 10 µM | hit rate 0.41% among 190,000 | AID 1066;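 active = inhibition above a set limit, the median over all tested compounds plus 3 SD, cut at about 9.5% in these data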;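 note: enzyme runs in reverse so mevalonate oxidation gives rising NADPH absorbance; 0% = complete reaction with DMSO and 100% = background rate lacking mevalonate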
APP 5'UTR act: activates APP 5'UTR luciferase reporter | hit rate 1% among 190,000 | activation, % at 2 µM | SH-SY5Y APP 5'UTR luciferase reporter, luminescence; zero percent = DMSO vehicle wells;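 active = activation above a set limit, based on mean plus 3 SD of controls, cut at about 140% in these data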; note: values of inactives mirror those of a sister screen read the other way
TLR4 MyD88 comp: TLR4-MyD88 interaction inhibition in cells; inhibition, % at 8.4 µM; hit rate 0.18% among 200,000; HeLa CL3-4 TLR4/MyD88 BLA complementation, FRET ratio; in the data active = inhibition above about 25%;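 note: 0% = vehicle and 100% = reference inhibitor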
Target sequence (O00206 whole entry, looked up): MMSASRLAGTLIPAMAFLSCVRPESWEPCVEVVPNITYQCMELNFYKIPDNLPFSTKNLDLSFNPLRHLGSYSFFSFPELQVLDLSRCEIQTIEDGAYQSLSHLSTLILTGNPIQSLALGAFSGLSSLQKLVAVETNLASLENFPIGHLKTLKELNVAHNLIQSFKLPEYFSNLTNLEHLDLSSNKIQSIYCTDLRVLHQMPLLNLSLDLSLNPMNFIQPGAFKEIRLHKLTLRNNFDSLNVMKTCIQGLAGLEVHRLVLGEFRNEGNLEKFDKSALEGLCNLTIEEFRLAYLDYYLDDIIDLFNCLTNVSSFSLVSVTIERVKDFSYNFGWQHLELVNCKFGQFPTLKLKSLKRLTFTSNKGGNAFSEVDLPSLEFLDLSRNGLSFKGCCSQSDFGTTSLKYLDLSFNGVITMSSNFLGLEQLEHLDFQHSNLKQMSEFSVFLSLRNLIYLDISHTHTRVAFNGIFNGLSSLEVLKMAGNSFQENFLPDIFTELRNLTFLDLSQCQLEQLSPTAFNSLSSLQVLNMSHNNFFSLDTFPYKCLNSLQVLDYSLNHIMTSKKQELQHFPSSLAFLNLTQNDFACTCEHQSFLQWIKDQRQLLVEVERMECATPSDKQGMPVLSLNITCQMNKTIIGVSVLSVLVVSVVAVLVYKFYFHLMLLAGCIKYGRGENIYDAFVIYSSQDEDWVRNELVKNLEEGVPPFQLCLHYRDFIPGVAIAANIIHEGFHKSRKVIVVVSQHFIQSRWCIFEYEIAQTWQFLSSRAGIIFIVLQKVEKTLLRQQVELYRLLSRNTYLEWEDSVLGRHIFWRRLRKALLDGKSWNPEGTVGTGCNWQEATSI
Target sequence (Q99836 whole entry, looked up): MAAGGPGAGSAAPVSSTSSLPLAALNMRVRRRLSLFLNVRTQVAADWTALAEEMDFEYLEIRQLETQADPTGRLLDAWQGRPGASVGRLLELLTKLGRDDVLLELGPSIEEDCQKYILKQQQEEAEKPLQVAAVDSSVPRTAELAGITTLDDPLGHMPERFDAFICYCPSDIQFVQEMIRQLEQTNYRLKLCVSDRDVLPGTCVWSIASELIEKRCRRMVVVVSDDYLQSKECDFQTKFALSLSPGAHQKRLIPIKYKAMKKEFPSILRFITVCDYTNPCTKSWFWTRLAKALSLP
* marks the source's active call; other numbers are inactive results; nt = no result given.

The line under a structure holds: STAT1 blocker	Efa HMGR inh	STAT1 act	Hsp70 activator	APP 5'UTR act	STAT3 inh	Redox H2O2 prof	NF-kB neuron act	STAT3 activator	TLR4 MyD88 comp
O=C(OCc1nc2ccccc2s1)c1ccccc1O
 : -15	3	114	-0.2	26	-6	0.7	2.2	111	-6
CCOC(=O)C1CCCN(C(=O)c2cn(C)c3ccc(S(=O)(=O)N4CCCC4)cc3c2=O)C1 (configuration not stated)
 : -1	-2	99	-0.4	-17	4	0.0	1.3	100	2
COc1cccc(/C=N/NC(=O)C(=O)N2CCCC2)c1
 : 1	nt	99	-0.4	1	12	-3.1	nt	99	-2
CCn1c(-c2cc3c(C(F)(F)F)nn(C)c3s2)n[nH]c1=S
 : 7	-3	93	-0.5	4	9	3.9	0.99	101	-4
CC1CCCCC12NC(=O)N(CC(=O)Nc1ccc(S(=O)(=O)N3CCOCC3)cc1)C2=O (configuration not stated)
 : 5	-2	95	0.1	0	-6	0.1	1.5	105	-1
CCN(CC)CCNC(=O)c1cc(-c2ccco2)nc2ccccc12
 : 4	-1	95	-0.3	8	5	-0.7	1.3	97	3
CC1CCCCN1S(=O)(=O)c1ccc(NC(=O)c2ccco2)cc1 (configuration not stated)
 : 2	1	99	0.0	7	4	0.4	1	101	-10
N=c1c2c(-c3ccccc3)c(-c3ccccc3)n(Cc3ccco3)c2ncn1Cc1ccccc1
 : 2	-10	98	-0.2	3	-1	0.3	0.74	104	12
Cc1c(Cl)cccc1NC(=O)NC1CCCCC1
 : -13	0	109	-0.1	nt	-3	0.8	1.4	105	12
CCOC(=O)C1CCN(C(=O)CC2C(=O)N(Cc3ccccc3)C(C)c3nc4ccccc4n32)CC1 (configuration not stated)
 : 4	-2	97	-0.1	-17	4	-2.4	0.91	100	13
COCCn1c(SCC(=O)Nc2sc(C)c(C)c2C#N)nnc1C(C)C
 : 4	-13	96	-0.5	6	10	0.9	0.96	96	4
CCCOc1ccc(CCc2n[nH]c(=S)n2Cc2ccccc2)cc1
 : 3	-2	97	-0.3	25	13	-3.6	1.4	93	1
Cc1ccc(-c2csc3nc(SCC(N)=O)n(Cc4ccccc4)c(=O)c23)cc1
 : 3	3	97	-0.2	17	-13	0.2	0.41	108	-20
C=CCOc1ccc(CNc2ccc3[nH]c(=O)[nH]c3c2)cc1OC
 : -2	-1	102	-0.1	17	0	-1.6	1	103	0
COC(=O)CCCC(=O)Nc1ccc(Br)cc1
 : -8	-2	107	-0.5	9	4	0.6	1.2	100	-17
O=C(c1cnccn1)N(Cc1cccs1)C1(C(=O)NC2CCCCC2)CCCCC1
 : 3	-3	97	-0.1	11	16	0.3	0.8	92	2
Cc1cc(NC(=O)c2ccccc2-c2ccccc2)ccc1Br
 : 1	-8	99	-0.3	3	26	-0.8	1	78	-1
CN1CCC(Oc2ccccc2Sc2ccc(C(F)(F)F)cc2)CC1
 : 3	-5	98	-0.1	2	10	-0.2	0.69	92	5
CC(=O)Nc1ccc(Nc2ccc(N3C(=O)CCCC3=O)cc2[N+](=O)[O-])cc1
 : 10	-9	91	-0.4	-10	8	0.0	1.1	97	-8
CCn1c(C)cc2c(c1=O)C(c1ccccc1Br)C(C#N)=C(N)O2 (configuration not stated)
 : -9	0	109	-0.1	-14	4	-2.4	1.1	102	7
CCOc1ccccc1C1C(C(N)=O)=C(C)Nc2nc(-c3cccc(C)c3)nn21 (configuration not stated)
 : -3	2	103	-0.2	0	11	0.8	1.1	94	1
CCCN1CCN(C(=O)c2nn(-c3ccc(OC)cc3)c(=O)c3c2c2ccccc2n3C)CC1
 : -7	-5	105	0.0	38	6	-0.4	1.2	106	-6
CCOc1ccc(CN(C)CC(=O)Nc2ccc(N3CCOCC3)cc2)cc1OC
 : 6	-5	95	-0.3	3	3	0.5	1	99	-2
Cc1ccc(NC(=O)Cn2c(=O)n(CCCCC(=O)NCc3ccco3)c(=O)c3ccccc32)cc1
 : 6	0	96	-0.2	7	6	0.1	1	95	15
COC(=O)C(C(=O)OC)C(C[N+](=O)[O-])c1ccc(OC)c(OC)c1 (configuration not stated)
 : -2	1	102	-0.1	8	3	2.3	2	103	-19
O=C(c1ccccn1)N1CCN(c2ccc(C(F)(F)F)cn2)CC1
 : 3	-5	98	-0.4	-18	26	0.1	1.1	81	-5
O=C(NCCc1ccccc1)c1cccnc1
 : -29	-3	125	-0.2	9	-7	0.1	1.9	106	-10
O=C(Nc1ccc(Br)c2cccnc12)c1ccc(Cn2cc(Cl)cn2)o1
 : 0	4	100	-0.5	17	10	0.3	1.3	95	-3
S=C(NCc1ccccn1)Nc1ccc(Cl)cc1Cl
 : -6	2	105	-0.3	48	3	2.7	1.4	98	-6
Cc1c2c(c(C)n1C)C(C(=O)NC1CCCCC1)N(Cc1ccccc1)C2=O (configuration not stated)
 : 5	-3	95	-0.3	-13	4	-0.5	1.1	108	0
Cc1ccc2[nH]c3c(=O)n(CCCN4CCOCC4)cnc3c2c1
 : -1	-2	101	-0.2	-5	6	3.2	1.4	100	-1
Cc1nc(NC(=O)CSc2nnc(Cn3nnc4ccccc43)n2C)sc1C
 : 0	-6	100	0.1	0	-3	0.5	1	99	-6
CCOC(=O)C1=C(c2ccccc2)NC(=S)NC1c1cc([N+](=O)[O-])ccc1OC (configuration not stated)
 : 7	-6	94	-0.4	0	-3	1.5	1.1	103	-2
CCCCN(C(=O)NC(=O)Nc1ccccc1OC)S(C)(=O)=O
 : 2	0	99	0.1	7	4	2.3	1.1	101	6
CCOC(=O)c1cnc2nc(NCc3ccc(OC)c(OC)c3)[nH]n2c1=O
 : -4	-4	104	0.7	10	6	3.5	0.88	98	9
CCN(c1cccc(C)c1)c1nc2ccsc2c(=O)s1
 : 3	-5	97	-0.1	-14	6	0.3	1.1	101	-7
CCOC(=O)Cn1c(=O)oc2cc(S(=O)(=O)NCCc3ccc(C)cc3)ccc21
 : -3	-7	102	-0.3	-8	0	-0.2	1.1	104	-3
O=C(CCS(=O)(=O)c1ccccc1)Nc1ccc2c(c1)C(=O)NC2=O
 : -5	8	103	0.0	21	-4	0.7	0.79	108	-7
CC(O)c1cccc(NC(=O)Cc2cccc3ccccc23)c1 (configuration not stated)
 : -1	-6	100	0.0	6	-15	-0.3	1.2	117	-7
CC(C)(C)c1ccc(/C=N/NC(=O)C(=O)NCCCN2CCOCC2)cc1
 : 5	-6	96	-0.2	5	12	-0.7	1.3	88	-8
O=C(CSCc1c(Cl)cccc1Cl)NCc1cccnc1
 : -2	-4	102	-0.4	5	9	5.0	0.94	101	-4
CC(=O)C(N=Nc1ccccc1)(Sc1nnc(-c2ccccc2)n1-c1ccccc1)C(C)=O
 : 2	-1	98	-0.2	2	4	-7.7	1.7	98	3
CCOC(=O)N1CCC(N(CCN(C)C)C(=S)Nc2ccccc2OCC)CC1
 : 2	4	100	-0.3	-2	0	-0.1	1.1	104	-12
CS(=O)(=O)N(Cc1ccccc1)c1ccccc1C(=O)N1CCN(c2ccccc2)CC1
 : 2	-11	98	-0.4	-8	8	0.1	0.96	99	0
CCOC(=O)N1CCC(Nc2ccc3nnc(-c4ccccc4)n3n2)CC1
 : 10	3	91	-0.3	3	21	-0.8	0.65	89	-6
O=C1NCCN1C(=O)c1cccc(Cl)c1
 : 9	-3	91	0.3	-16	-5	-1.2	1.1	105	-2
Cc1nn(-c2ccccc2)c2sc(C(=O)NC3CCCCC3)cc12
 : 0	-4	100	0.2	3	22	-9.7	1.1	87	3
CCOC(=O)c1c(-c2ccc(C)o2)csc1NC(=O)CN1CCCCC1
 : 9	-6	92	-0.1	-14	-16	-1.7	2	115	-10
N#Cc1c(NC(=O)CCCN2C(=O)c3ccccc3C2=O)oc(-c2ccccc2)c1-c1ccccc1
 : 2	0	98	-0.4	2	11	-0.7	0.98	94	-19
COc1cccc(C(=O)Nc2cccc(-c3ccc4nncn4n3)c2)c1OC
 : 10	-3	90	-0.3	0	18	0.0	0.45	90	2

Continued:
The line under a structure holds: STAT1 blocker	Efa HMGR inh	STAT1 act	Hsp70 activator	APP 5'UTR act	STAT3 inh	Redox H2O2 prof	NF-kB neuron act	STAT3 activator	TLR4 MyD88 comp
CCOc1ccc(N=Cc2c(C)[nH]n(-c3nc4ccccc4[nH]3)c2=O)cc1
 : 19	-3	83	-0.2	-5	21	0.7	0.82	79	0
COc1ccc(Nc2ncc3c(n2)CC(c2ccc(OC)cc2)CC3=O)cc1 (configuration not stated)
 : 0	-5	100	-0.3	6	10	1.4	1	96	-2
CC[C@@H]1C=C(C)C[C@H](C)C[C@H](OC)[C@H]2O[C@@](O)(C(=O)C(=O)N3CCCC[C@H]3C(=O)O[C@H](/C(C)=C/[C@@H]3CC[C@@H](O)[C@H](OC)C3)[C@H](C)[C@@H](O)CC1=O)[C@H](C)C[C@@H]2OC
 : 4	-10	96	-0.5	8	8	0.1	0.81	103	5
COc1cc2c(c(OC)c1)C(c1ccncc1)CC(=O)N2 (configuration not stated)
 : 6	5	95	-0.3	1	-1	0.0	0.99	101	1
CN(/N=C/C=C/c1ccccc1)c1cc(=O)n(C)c(=O)[nH]1
 : -5	-9	104	-0.4	22	-34	0.0	1.2	129	-11
c1ccc(OCCCCn2cnc3ccccc32)cc1
 : 13	-2	88	-0.2	10	44*	-0.7	0.95	66	-21
CCN1/C(=C\C=C2\C(=O)N(C)C(=S)N2C)Sc2ccccc21
 : -7	-1	104	-0.3	84	22	-0.8	1.6	86	1
CCOC(=O)C1CCN(S(=O)(=O)c2ccc(CC)cc2)CC1
 : -4	-3	104	-0.3	7	-9	0.0	0.95	105	-1
Cc1noc(NS(=O)(=O)c2ccc(NC(=O)c3ccc(Br)o3)cc2)c1C
 : 2	-3	98	-0.1	-1	5	-0.2	1.2	102	3
CC(=O)C1=C(C)Nc2ncnn2C1c1cccc(OCc2ccccc2)c1 (configuration not stated)
 : -6	-4	105	-0.3	6	8	-0.4	0.97	98	2
COc1cc(CN2CCC(C(=O)N3CCN(c4ccccc4F)CC3)CC2)cc(OC)c1O
 : -1	-3	101	0.1	4	8	0.6	0.91	97	10
COC(=O)C(Oc1ccc2c(-c3ccc(OC)cc3)cc(=O)oc2c1)c1ccccc1 (configuration not stated)
 : 8	1	93	-0.2	-3	-12	-0.1	0.78	105	-11
O=C(O)CCCNC(=O)/C(=C\c1ccc(Cl)cc1)NC(=O)c1ccccc1Br
 : 4	3	95	-0.3	12	13	-0.3	1	96	7
CN(CCCNC(=O)c1cccc(N2CCCC2=O)c1)c1ccccc1
 : -12	0	111	-0.2	-13	2	1.9	0.9	101	1
COc1ccc2[nH]c(CN3CCN(CC(C)C)C(CCO)C3)c(C)c2c1 (configuration not stated)
 : -2	0	101	0.0	10	2	-2.3	1.1	109	6
COC(=O)c1ccc(-n2nnnc2SCc2nn[nH]n2)cc1
 : -5	1	104	-0.1	-5	-2	-0.3	1.1	103	8
CCC(C(=O)NC(C)(C)C)N(C(=O)Cn1nnc(-c2cccs2)n1)c1cnc2ccccc2c1 (configuration not stated)
 : 1	-5	99	0.2	-2	-1	0.3	0.76	105	-14
